Bim-Bcl-W: inhibitors of Bim-Bcl-W interaction, human; Q92843; bead-based flow cytometry, Bim peptide-Bcl-W binding; inhibition, % at 10 µM; 190,000 tested, 0.02% active; AID 952;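 also: 0% = bound tracer without compound and 100% = peptide blocker; higher means less fluorescent Bim peptide bound to Bcl-W beads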
Target sequence (Q92843 whole entry, looked up): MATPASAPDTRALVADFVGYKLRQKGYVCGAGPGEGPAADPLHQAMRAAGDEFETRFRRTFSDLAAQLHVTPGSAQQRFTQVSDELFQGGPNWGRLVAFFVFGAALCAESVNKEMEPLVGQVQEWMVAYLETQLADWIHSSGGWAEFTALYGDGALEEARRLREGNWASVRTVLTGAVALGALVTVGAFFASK
Bim-Mcl-1: disrupts Bim peptide binding to human Mcl-1; inhibition, % at 10 µM; Bead-based flow cytometry, Bim peptide-Mcl-1 binding; 190,000 tested, 0.1% active; AID 1009;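 also: 0% = no compound tracer wells and 100% = peptide blocker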
Mcl1-Noxa inh: Mcl-1/Noxa interaction inhibition; Q07820; TR-FRET Mcl-1/Noxa peptide binding, 2 h; inhibition, % at 21.7 µM; 220,000 tested, 1.5% active; AID 1022;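 active = compounds that cut the protein-peptide binding signal by more than 50% relative to plate controls in a single-dose test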;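 also: His-tagged Mcl-1 with rhodamine Noxa BH3 peptide and terbium anti-His antibody; 0% = Mcl-1 plus Noxa peptide wells and 100% = peptide-only wells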
Bfl-1 Bim block: human Bim-Bfl-1 interaction inhibition; Q16548; inhibition, % at 10 µM; AID 1008; Bead-based flow cytometry, Bim-Bfl-1 binding inhibition; 190,000 tested, 0.12% active;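 also: 0% = wells without compound plus tracer and 100% = blocker peptide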
RGS4-Gao reg: human RGS4-Galphao interaction regulation; P09471; Multiplexed bead flow cytometry, RGS4-Galphao binding; actives lie on both sides; binding response (% of control), % at 10 µM; 220,000 tested, 0.33% active; in the data active = binding response below about 49% or above about 150%; inactive = in between;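 also: fluorescent Galphao activated with aluminum fluoride binding bead-coupled RGS4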
Target sequence (P09471 whole entry, looked up): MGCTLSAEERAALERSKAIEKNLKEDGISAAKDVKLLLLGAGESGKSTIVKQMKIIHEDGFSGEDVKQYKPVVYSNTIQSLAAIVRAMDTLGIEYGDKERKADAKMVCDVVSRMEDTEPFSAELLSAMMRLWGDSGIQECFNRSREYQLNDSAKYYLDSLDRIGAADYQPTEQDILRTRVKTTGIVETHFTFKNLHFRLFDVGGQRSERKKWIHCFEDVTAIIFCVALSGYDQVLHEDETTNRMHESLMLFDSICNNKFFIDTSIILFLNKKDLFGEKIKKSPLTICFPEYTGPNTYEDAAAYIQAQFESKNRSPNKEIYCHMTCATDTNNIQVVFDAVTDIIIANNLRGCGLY
RGS8-Gao reg: regulators of human RGS8-Galphao interaction | P09471 | multiplexed bead flow cytometry, RGS8-Galphao binding; actives lie on both sides | response (percent of control binding), % at 10 µM | 220,000 tested, 0.34% active; in the data active = response below about 60% or above about 140%; inactive = in between;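 also: Galphao activated as the GDP aluminium fluoride complex binding bead-coupled RGS8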
Bcl-2 Bim block: inhibitors of Bim-Bcl-2 interaction, human; P10415; Bead-based flow cytometry, Bim peptide-Bcl-2 binding; inhibition, % at 10 µM; 190,000 tested, 0.06% active; AID 950; in the data active = inhibition above about 40%; inconclusive = no clear call, values can overlap the other calls;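 also: 0% = no compound wells with probe peptide and 100% = reference peptide inhibitor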
Target sequence (P10415 whole entry, looked up): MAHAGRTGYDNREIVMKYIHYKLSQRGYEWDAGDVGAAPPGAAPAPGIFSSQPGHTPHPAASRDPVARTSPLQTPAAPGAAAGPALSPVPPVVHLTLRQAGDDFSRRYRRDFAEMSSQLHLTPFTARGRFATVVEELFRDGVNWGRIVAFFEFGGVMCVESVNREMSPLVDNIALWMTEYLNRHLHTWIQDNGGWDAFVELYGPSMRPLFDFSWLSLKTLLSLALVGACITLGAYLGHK
Mcl1 Bid PPI: Mcl-1/Bid interaction inhibition; 220,000 tested, 0.97% active; inhibition, % at 21.7 µM; TR-FRET Mcl-1/Bid-Dy647 peptide binding, 1536-well; AID 1021; Q07820;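 active = compounds that cut the binding signal by more than half at the single screening dose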;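 also: His-tagged Mcl-1 with europium anti-His antibody binding Bid BH3 peptide; 0% = Mcl-1 plus peptide wells and 100% = peptide-only wells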
Bim-Bcl-B: disrupts Bim peptide binding to human Bcl-B | Q9HD36 | bead-based flow cytometry | inhibition, % at 10 µM | 190,000 tested, 0.073% active;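 also: 0% = tracer peptide without compound and 100% = reference inhibitor peptide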
Target sequence (Q9HD36 whole entry, looked up): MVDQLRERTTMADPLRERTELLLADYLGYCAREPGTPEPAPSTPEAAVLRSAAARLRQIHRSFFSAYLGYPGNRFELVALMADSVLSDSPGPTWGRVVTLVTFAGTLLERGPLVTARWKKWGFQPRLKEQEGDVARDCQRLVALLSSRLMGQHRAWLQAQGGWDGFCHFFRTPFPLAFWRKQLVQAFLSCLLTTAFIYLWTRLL
Bim-Bcl-XL: human Bim-Bcl-XL interaction inhibition | Q07817 | inhibition, % at 10 µM | AID 1007 | 190,000 tested, 0.04% active | Bim peptide-Bcl-XL binding, bead flow cytometry, fluorescence
RGS7-Gao reg: human RGS7-Galphao interaction regulation; Multiplexed bead flow cytometry, RGS7-Galphao binding; actives lie on both sides; binding response (% of control), % at 10 µM; 220,000 tested, 0.35% active; in the data active = binding response below about 49% or above about 150%; inconclusive = no clear call, values can overlap the other calls; inactive = in between;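 also: fluorescent Galphao held in activated GDP-AlF4 state binding bead-coupled RGS7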
Starred values were filed as active, the others as inactive; ? = inconclusive; / = no result given; & = joins results of further samples. Rule as the data show it, unless noted: active = inhibition above about 40%. Compounds as they come; overall some 2.7% were active at least once.

SMILES	Bim-Bcl-W	Bim-Mcl-1	Mcl1-Noxa inh	Bfl-1 Bim block	RGS4-Gao reg	RGS8-Gao reg	Bcl-2 Bim block	Mcl1 Bid PPI	Bim-Bcl-B	Bim-Bcl-XL	RGS7-Gao reg
Cc1cc(C)c2nc(SCC#N)cc(C)c2c1	0	-3	0	-20	102	89	-8	-8	-6	-8	101
COc1ccc(C)cc1NC(=O)C(OC(=O)c1cc(C)oc1C)c1ccccc1 (centres undefined)	-4	-4	5	-5	97	96	-1	-9	-6	-5	98
CC(=O)c1c(C)[nH]c(C(=O)COc2cc(C)ccc2C(C)C)c1C	0	-4	16	-4	91	95	-4	-4	2	0	97
Cc1c(Cl)cccc1NC(=S)NC(=O)CCN1C(=O)c2ccccc2C1=O	-1	-2	3	0	49*	62	2	1	-1	-2	47*
O=c1c2cnn(-c3ccccc3Cl)c2ncn1Cc1cccnc1	1	0	-2	-11	105	106	-12	1	-7	-5	100
Cc1ccccc1OCCNc1cc(N2CCNCC2)ccc1[N+](=O)[O-]	-2	-2	25	-4	96	101	-9	-14	-5	0	99
CCOC(=O)c1c(NC(=S)Nc2ccccc2)sc2c1CC(C)(C)SC2	0	-3	30	6	90	90	-5	-14	-2	0	99
Cc1ccc(S(=O)(=O)/N=C(\c2ccccc2)N(C)S(=O)(=O)c2ccc(C)cc2)cc1	2	-2	29	0	100	102	0	-21	0	-2	99
O=C1Nc2c(Br)cc(Br)c3cccc1c23	-4	2	21	0	95	90	0	28	-3	0	96
Cc1ccc(C(=O)NC2CCc3ccccc3C2=O)cc1 (centres undefined)	0	0	4	-3	90	94	2	0	-1	-1	92

RGS4-Gao reg: hit marks shown above.
SMILES	Bim-Bcl-W	Bim-Mcl-1	Mcl1-Noxa inh	Bfl-1 Bim block	RGS4-Gao reg	RGS8-Gao reg	Bcl-2 Bim block	Mcl1 Bid PPI	Bim-Bcl-B	Bim-Bcl-XL	RGS7-Gao reg
Cc1c(Cl)cccc1NC(=S)NC(=O)CCN1C(=O)c2ccccc2C1=O	-1	-2	3	0	49*	62	2	1	-1	-2	47*

Looked up one by one from above (two):
SMILES	Bim-Bcl-W	Bim-Mcl-1	Mcl1-Noxa inh	Bfl-1 Bim block	RGS4-Gao reg	RGS8-Gao reg	Bcl-2 Bim block	Mcl1 Bid PPI	Bim-Bcl-B	Bim-Bcl-XL	RGS7-Gao reg
Cc1ccc(C(=O)NC2CCc3ccccc3C2=O)cc1 (centres undefined)	0	0	4	-3	90	94	2	0	-1	-1	92
Cc1ccccc1OCCNc1cc(N2CCNCC2)ccc1[N+](=O)[O-]	-2	-2	25	-4	96	101	-9	-14	-5	0	99

(further entries)
SMILES	Bim-Bcl-W	Bim-Mcl-1	Mcl1-Noxa inh	Bfl-1 Bim block	RGS4-Gao reg	RGS8-Gao reg	Bcl-2 Bim block	Mcl1 Bid PPI	Bim-Bcl-B	Bim-Bcl-XL	RGS7-Gao reg
Cc1cc(C)n(-c2ccc(C(=O)N3CCC(CO)(Cc4ccccc4)CC3)cc2)n1	0	0	18	-8	102	100	-6	-4	-3	0	99
CC[n+]1c(/C=C(\C)SC)sc2ccccc21	0	-2	19	1	101	102	-1	-17	-5	0	99
Cn1c(Cn2c(=O)sc3ccccc32)nnc1SCC(=O)Nc1ccc(F)cc1	19	20	16	21	99	97	19	3	15	25	99
O=C(COc1ccc2ccccc2c1)Nc1ccncc1	-3	1	3	-7	102	103	-1	-27	-1	-1	102
Cc1ccc(S(=O)(=O)c2c(C)nn(C(C)(C)C)c2OC(=O)C(C)C)cc1	-6	-3	6	2	100	99	-3	-10	-1	-4	?
Cc1occc1-c1nnc(SCC(=O)Nc2nc(-c3ccccc3)cs2)o1	6	0	-24	-7	101	100	-1	8	-4	0	104
CCCCCCn1cnc2c(c1=O)c1nc3ccccc3nc1n2/N=C/c1ccco1	0	-1	39	3	99	100	-1	58*	-4	0	101
O=C(Cc1ccccc1[N+](=O)[O-])Nc1nccs1	/	/	9	/	108	102	/	-39	/	/	?
CCC(Sc1nc2c(c(=O)[nH]1)CCC2)C(=O)Nc1cccc(OC)c1 (centres undefined)	1	-1	22	0	101	101	-2	-24	0	1	98
CCNC(=O)COc1ccc(C=O)cc1OC	-4	-3	-6	-11	99	102	-7	8	-11	-8	100
CCCCn1c(SCC(=O)NCc2ccco2)nc2c(sc3ccccc32)c1=O	-3	-8	9	-18	93	97	-7	-15	-7	-10	92
Cc1cc(CNC(=O)COc2ccccc2F)c2ccccc2n1	0	-2	-2	-4	101	97	-2	-10	-3	-3	104
CC(C)c1ccc(NC(=O)c2ccc(NS(C)(=O)=O)cc2)cc1	-1	-1	5	-8	97	102	-7	-33	-3	-5	99
O=C(N/N=C/c1ccncc1)c1ccc(NC(=O)c2ccc(Cl)cc2)cc1	1	-1	15	-3	102	101	0	16	-2	0	?
NC(=O)C1CCN(C(=O)CCc2nc3ccccc3c(=O)[nH]2)CC1	0	1	3	0	105	103	0	1	1	3	103
Fc1ccccc1NC(=S)NCc1ccc2c(c1)OCO2	-4	-5	1	0	101	100	-3	-78	-8	-7	102
COc1ccccc1NC(=O)C1=C(C)NC2=C(C(=O)CCC2)C1c1ccc(C)o1 (centres undefined)	5	1	13	-6	99	96	-5	-69	-6	-11	99
CCOC(=O)C(=CNc1ccc(Oc2cccnc2)nc1)C(=O)OCC	/	/	5	/	105	104	/	-15	/	/	?
CCCc1[nH]nc2c1C(c1cccc(OC(=O)c3ccco3)c1)C(C#N)=C(N)O2 (centres undefined)	-2	-5	-9	-22	99	96	-10	-1	-9	-12	100
COC(=O)c1ccccc1NC(=S)NC(=O)c1ccccc1C	-2	0	16	-2	99	101	1	-9	-3	0	101
COC(=O)c1ccc(CSc2nnc(Nc3ccc(C)cc3)s2)o1	-2	-1	-5	-7	103	108	-9	9	-5	-5	99
COc1ccc(-c2nc(CCNC(=O)c3ccc(Br)o3)cs2)cc1	5	4	11	-6	102	101	-5	-5	-1	0	102
Cc1cc(C(=O)CSc2nc3ccc(Cl)cc3[nH]2)c(C)n1CC1CCCO1 (centres undefined)	3	9	-2	3	89	88	2	-85	3	8	90
O=S(=O)(c1ccc(Cl)c(NC(=S)N/N=C/c2c(F)cccc2F)c1)N1CCOCC1	-8	-6	8	-5	102	100	-9	-25	-11	-12	103
Cn1nc(C(F)(F)F)c(-c2ccc(Br)cc2)c1NC(=O)Nc1ccc(F)cc1F	/	/	-1	/	101	101	/	-38	/	/	?
Cc1ccc(NC(=O)CCC(=O)OCC(F)(F)C(F)F)cc1	2	0	-2	-10	106	103	-8	15	-4	1	106
Cc1cc(Cl)ccc1NC(=S)NCc1ccc(S(N)(=O)=O)cc1	0	-1	15	-7	98	97	-5	-1	0	-3	98
Cc1ccc2c(c1)COc1c3ccc(C(=O)N4CCCCC4)cc3nn1-2	/	/	2	/	98	99	/	-49	/	/	?
Cc1ccccc1NC(=O)COC(=O)c1ccc(CSc2ccc(Cl)cc2)cc1	-9	-20	-8	1	97	100	-1	-9	-22	-14	98
CC(NC(=O)COC(=O)Cn1cnc2ccccc2c1=O)C1CC2CCC1C2 (centres undefined)	-1	-1	6	0	97	91	1	-8	-5	-5	96
CC(C)C(C(=O)NCc1ccco1)N(C(=O)CNS(=O)(=O)c1ccccc1)C1CCCC1 (centres undefined)	4	0	-19	0	99	100	0	-8	4	1	101
CCOc1cc(NC(=S)NC)c(OCC)cc1NC(=O)c1ccc(OC)cc1	49*	26	10	45*	98	98	53*	-70	41*	27	98
COc1cc(/C=C/C(=O)Oc2coc(CSc3ncccn3)cc2=O)cc(OC)c1OC	0	1	4	-6	98	101	4	-9	-2	-1	98
COc1ccc2c(C=Nc3c(C)n(C)n(-c4ccccc4)c3=O)c(O)n(Cc3ccco3)c(=O)c2c1	10&6	2&1	12&19	9&1	103&101	98&101	-1&-3	-13&13	-4&-5	1&-3	102&101
Cc1cccc2nc(-c3ccco3)c(Nc3ccc4c(c3)OCCO4)n12	-2	-1	19	0	101	102	-3	-54	-2	0	101
Nc1cc(=O)[nH]c(SCC(=O)Nc2cccc(Cl)c2)n1	-2	0	13	3	107	98	5	0	2	-4	104
CCc1cccc2c(C(=O)CSc3nnc(-c4ccoc4C)n3C)c[nH]c12	0	-3	8	-3	102	103	-5	-1	-4	-2	101
Cc1ccc(C)c(N2CCN(C(=O)CSc3ccsc3[N+](=O)[O-])CC2)c1	-6	-5	28	0	98	99	-5	-35	-9	-6	98
C=CCOc1ccc(Cl)cc1C(=O)O	0	0	-7	-10	100	102	-9	-10	-7	1	98
CS(=O)(=O)N(CC(=O)NC1CCCCC1)Cc1ccc(F)cc1	-3	-1	14	-4	98	98	0	-18	-4	-5	98
O=C(N/N=C/c1coc2ccccc2c1=O)c1cccc([N+](=O)[O-])c1	0	0	0	-3	100	102	0	-15	-5	-2	102
O=[N+]([O-])c1cccc(/C=N/Nc2nc(C(Cl)(Cl)Cl)nc3ccccc23)c1	-2	-2	12	0	101	101	-4	-19	-4	-4	100
COc1ccc(/C=C/c2nnc(NC(=O)c3ccco3)s2)cc1	/	/	-12	/	101	99	/	-8	/	/	?
COc1ccc(CCNc2nc(=S)[nH]c3cc(OC)c(OC)cc23)cc1OC	28	27	80*	14	97	99	14	-23	10	48*	93
O=C(N/N=C\c1ccc(-c2ccc([N+](=O)[O-])cc2)o1)c1ccc2c(c1)OCO2	-3	-3	29	-5	103	99	-4	13	-13	-7	100
O=C(NC1CCCCC1)C(=O)N(Cc1cccnc1)C(C(=O)NCc1ccco1)c1ccccc1 (centres undefined)	-2	-2	3	-10	103	106	0	-13	-7	-1	100
CN1CCCN(C(=O)CC2(CC(=O)O)CCCCC2)CC1	/	/	1	/	97	99	/	-15	/	/	?
N#CCn1c(CCl)nc2ccccc2c1=O	-4	0	21	-4	98	97	-3	-36	-1	-1	?
CCOC(=O)c1ccc(NS(=O)C23CC4CC(CC(C4)C2)C3)cc1 (centres undefined)	0	-3	23	-15	99	98	-12	-16	-9	-6	98
CC(c1cccs1)N(Cc1ccco1)C(=S)Nc1ccccc1Cl (centres undefined)	-1	1	1	-4	99	102	-4	-6	-7	-7	96

Continuation:
SMILES	Bim-Bcl-W	Bim-Mcl-1	Mcl1-Noxa inh	Bfl-1 Bim block	RGS4-Gao reg	RGS8-Gao reg	Bcl-2 Bim block	Mcl1 Bid PPI	Bim-Bcl-B	Bim-Bcl-XL	RGS7-Gao reg
O=C(NCc1ccco1)NC1CCCCC1	-3	-4	6	-1	102	102	-3	-19	-3	-5	100
CCCCN1Cc2cc(C(=O)c3cc(OC)ccc3O)cnc2NC1=O	-1	-4	-1	-17	105	103	-8	-4	-8	-7	101
O=C(c1cc(F)c(F)cc1Cl)N1CCN(c2ccc([N+](=O)[O-])c3ncccc23)CC1	-5	-6	-6	2	100	105	-5	-29	-6	-9	101
O=C(COc1cccnc1[N+](=O)[O-])Nc1ccc(S(=O)(=O)N2CCOCC2)cc1	2	-3	4	0	103	106	1	-3	0	0	107
NC12CCc3c(no[n+]3[O-])C1(O)CC(c1ccccc1)=[N+]2[O-] (centres undefined)	2	-2	23	-9	99	100	-10	-7	-5	-4	94
COc1ccccc1-n1cnnc1SCC(=O)c1cc(C)n(Cc2cccs2)c1C	4	-1	17	-8	102	101	-5	-1	-6	-2	103
COC1=C/C(=C/c2c(N)n3nc(-c4ccc(C)cc4)sc3nc2=O)C=CC1=O	-4	3	84*	-5	103	100	-1	27	-2	-2	101
CNC(=O)NC(=O)COC(=O)c1ccc(-n2c(C)ccc2C)cc1	-1	-1	0	-5	93	97	-7	-36	-4	-3	89
